# Source: PubChem
# SENP8 block: inhibitors of human SENP8 protease. recombinant SENP8, Nedd8 substrate fluorescence. inhibition, % at 20 µM. hit rate 0.64% among 360,000. AID 602440; in the data active means inhibition mostly above about 40%, no sharp cut-off; inactive means mostly below about 27%
# Target sequence (Q96LD8 whole entry, looked up): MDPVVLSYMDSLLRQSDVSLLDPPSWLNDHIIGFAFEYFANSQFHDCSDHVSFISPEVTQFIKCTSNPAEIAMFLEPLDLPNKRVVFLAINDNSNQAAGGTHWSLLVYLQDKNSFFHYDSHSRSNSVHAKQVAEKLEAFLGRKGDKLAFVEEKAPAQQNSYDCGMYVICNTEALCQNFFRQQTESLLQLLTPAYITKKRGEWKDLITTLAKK
# SENP6 block: SENP6 protease inhibition | hit rate 1.8% among 330,000 | inhibition, % at 10 µM | Recombinant SENP6 catalytic domain, aminoluciferin luminescence;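 active means inhibition above about 50% at the single tested dose, limit read from the data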;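 further: plate controls were DMSO wells with enzyme for no effect and DMSO wells lacking enzyme for full effect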
# Target sequence (Q9GZR1 628-1112 limits assumed): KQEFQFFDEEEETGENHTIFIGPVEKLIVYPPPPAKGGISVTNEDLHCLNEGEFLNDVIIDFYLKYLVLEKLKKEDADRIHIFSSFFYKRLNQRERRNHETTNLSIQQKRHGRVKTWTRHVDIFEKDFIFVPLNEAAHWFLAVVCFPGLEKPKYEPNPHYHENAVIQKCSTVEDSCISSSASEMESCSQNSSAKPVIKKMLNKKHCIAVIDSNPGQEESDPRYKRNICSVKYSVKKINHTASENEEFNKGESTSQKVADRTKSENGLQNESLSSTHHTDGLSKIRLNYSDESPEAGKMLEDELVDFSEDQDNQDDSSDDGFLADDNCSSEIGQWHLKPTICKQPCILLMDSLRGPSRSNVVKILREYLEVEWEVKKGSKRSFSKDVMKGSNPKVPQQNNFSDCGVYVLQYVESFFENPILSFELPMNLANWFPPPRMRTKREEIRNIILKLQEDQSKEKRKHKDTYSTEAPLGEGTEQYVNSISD
# MPTP block: inhibitors of mitochondrial permeability transition pore; isolated mouse mitochondria, Ca2+ swelling absorbance, 30 min; inhibition, % at 10 µM; hit rate 1.4% among 360,000;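 active means inhibition of 50% or more, scaled per plate between neutral and stimulator controls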;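 further: 0% = DMSO wells given calcium and 100% = 1 mM EGTA wells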
# PfGluPho inh: PfG6PD (Plasmodium falciparum) enzyme inhibition; PfGluPho enzyme, NADPH resazurin-diaphorase fluorescence; inhibition, % at 20 µM; hit rate 0.78% among 350,000;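 active means inhibition reaching at least a set limit at 20 µM in the primary screen, cut at about 59% in these data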;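 further: 0% = DMSO wells with substrate and 100% = DMSO wells lacking glucose-6-phosphate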
# GRIN3A LBD mod: modulators (binders) of human NR3A ligand-binding domain; NR3A LBD differential scanning fluorimetry, Tm shift; 0% = protein alone, 100% = glycine-bound protein; hit rate 2.5% among 340,000; Tm shift relative to glycine control, % at 25 µM; AID 1259313;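 active means melting temperature shift of at least 10% of the positive control shift, at one fixed dose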
# ATG4B inhibitor: inhibitors of human ATG4B cysteine protease. Q9Y4P1. ATG4B cleavage of LC3-PLA2, NBD-HPC fluorescence, 1 h. inhibition, % at 8.33 µM. hit rate 0.51% among 340,000; in the data active means inhibition above about 40%
# SENP1 inh: inhibitors of human SENP1 SUMO protease catalytic domain. recombinant SENP1 catalytic domain, CyPet-SUMO1-YPet FRET cleavage. inhibition, % at 10 µM. hit rate 0.21% among 360,000. AID 624204;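 active means inhibition at least 30% at 10 µM, raw YFP signal under a set limit, fluorescence ratio 0.5 to 1.5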;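 further: 0% = enzyme with DMSO and 100% = no enzyme wells; some results filed as inactive read as strong as hits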
# Target sequence (Q9P0U3 419-644 limits assumed): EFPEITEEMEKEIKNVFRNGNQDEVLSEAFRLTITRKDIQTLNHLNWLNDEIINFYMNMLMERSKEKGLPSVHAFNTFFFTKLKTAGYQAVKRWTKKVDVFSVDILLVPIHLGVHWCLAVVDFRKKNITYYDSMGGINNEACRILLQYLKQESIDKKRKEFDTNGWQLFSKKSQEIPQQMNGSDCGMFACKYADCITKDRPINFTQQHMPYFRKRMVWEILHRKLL
#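 Material – human SENP1 catalytic domain · Input – SENP1 enzyme, 20 pM final · Compound dosing – single concentration of 10 µM compound, 0.5% DMSO final · Timing – enzyme reaction for 50 min at room temperature, dark · Measured by – FRET fluorescence in CFP and YFP emission channels · Control set – no-enzyme wells low, DMSO-plus-enzyme wells high control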
# hIAP act: human IAP activation; AID 2524; purified human IAP, CDP-Star luminescence, 30 min; stronger effect = higher value; 1 = vehicle-only enzyme, 0 = enzyme-free background; hit rate 0.16% among 330,000; activation factor at 10 µM; P09923;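 active means activation factor of the enzyme at least 2-fold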; further: the source names both 10 and 20 µM as test concentration; values of inactives mirror those of a sister screen read the other way
# * marks the source's active call; other numbers are inactive results; x = not tested or not shown.
SMILES	SENP8 block	SENP6 block	MPTP block	PfGluPho inh	GRIN3A LBD mod	ATG4B inhibitor	SENP1 inh	hIAP act
C=CCC1[C@H](C)[C@H]2[C@@H]3CC[C@@H](C3)[C@H]2CN1S(=O)(=O)c1ccc(C)cc1 (some centres not stated)	14	x	-1.8	10	-1	0	-2	x
COc1cc2[nH]c(=O)n(CCC(=O)NCc3cccnc3)c(=O)c2cc1OC	-64	5	-1.2	-1	-2	11	2	0.98
COc1ccc(NC2CCCN(C(=O)C3(C)CCCCC3)C2)cc1OC (configuration not stated)	22	9	-1.9	57	-2	-6	-7	1.1
O=C(Nc1ccccc1Cc1ccccc1)c1ccc2c(c1)SC1=NS(=O)(=O)CCN12	1	-1	1.9	-11	1	-8	2	1.1
Cc1ccccc1Nc1nc2nonc2nc1N1CCOCC1	14	x	1.8	-1	-3	2	-2	x
CCn1c(SCC(=O)Nc2nccs2)nnc1-c1ccco1	8	-8	-1.3	3	-2	-8	2	0.92
O=c1cc(CSc2nnc(-c3cccs3)n2Cc2ccccc2)nc2sc3ccccc3n12	-12	-23	7.1	20	-2	22	-16	0.97
CC1=C(C(=O)Nc2ccc(CC(=O)NCc3ccc(OC(C)C)cc3)cc2)SCCO1	15	12	0.6	1	-3	-7	-1	1.1
CCOC(=O)c1c(C)c(-c2ccccc2)n(CC(=O)N2CCN(C)CC2)c1C	-4	-26	-1.6	-2	2	-14	0	0.95
Cc1cc(C)c(C(=O)N2CCCC(Nc3ccc(C)c(C)c3)C2)o1 (configuration not stated)	7	-8	3.1	10	2	11	-3	1.1
CCCc1ccc(OCc2nc(-c3ccc(NC(=O)c4ccco4)cc3)no2)cc1	17	-11	2.0	-18	4	-5	-1	0.87
CCC(=O)N1CCc2cc(Br)cc(S(=O)(=O)N3CCC(C(=O)NCCCOC(C)C)CC3)c21	22	-24	-0.5	-10	-2	-11	3	1
O=S(=O)(NCc1ccc(Cl)cc1)c1cccc2cccnc12	14	-32	1.5	17	0	-5	1	1
O=C(Nc1ccc(Br)cc1)C1CCCN1S(=O)(=O)c1cccs1 (configuration not stated)	3	-22	-4.9	8	0	-5	-2	1.2
COc1ccc(C(=O)Nc2ccc(C)cn2)c(OC)c1	10	90*	2.1	50	0	-4	1	0.96
CN1CCc2c(c3ccccc3n2C)C1	8	15	-0.5	-14	2	-2	5	0.92
COc1ccc(CN2C(=O)CC(C(=O)NCCc3ccc(S(N)(=O)=O)cc3)SC2=Nc2ccccc2)cc1 (configuration not stated)	5	12	-0.1	16	-1	-35	1	1.1
CCOc1cc(NC(=S)NCC2CCCO2)c(OCC)cc1NC(=O)C1CC1 (configuration not stated)	2	-2	0.1	-21	-1	-3	-4	1.1
CCN1C(=O)/C(=C\N(C)C)S/C1=N\S(=O)(=O)c1ccccc1	21	8	-0.3	1	2	-3	-2	1.2
CC(C)(C)C1CCc2c(sc(NC(=O)CSc3nnc(-c4ccccc4)o3)c2C#N)C1 (configuration not stated)	-8	-5	2.8	4	-11	0	0	1.1
COc1ccc(CN2CCNC(=O)C2CC(=O)N2CCCCO2)cc1OC (configuration not stated)	0	-13	1.3	9	1	-1	-4	1.1
CCCS(=O)(=O)N1CCN(C(=O)c2ccccc2F)CC1	8	0	-0.6	0	0	4	3	0.97
COc1cccc(NC(=O)c2ccccc2C(F)(F)F)c1	8	-17	-3.1	1	-1	0	2	0.98
CCn1c(C(C)NC(=O)c2cccs2)n[nH]c1=S (configuration not stated)	-16	-13	-5.1	23	10*	-1	1	1.1
CN(Cc1ccccc1Br)C(=O)CSc1nnnn1C1CC1	14	-4	-0.8	10	3	-9	-2	1.1
CCn1nc(C)cc1C(=O)N1CCCC(C(=O)c2ccc3ccccc3c2)C1 (configuration not stated)	11	2	8.8	5	-2	-10	3	1
O=S(=O)(c1c(F)cccc1F)N1CCN(Cc2c(O)ccc3ccccc23)CC1	-28	-9	0.4	12	-1	-6	0	0.95
N#Cc1c(N)n[nH]c1-c1cc2c([nH]1)CCCC2	-108	-2	1.2	1	-3	-7	-7	1
Cc1ccccc1COC(=O)c1nn(-c2ccccc2)nc1N	-420	-9	1.6	5	0	2	1	1.1
Cc1c(C(=O)NCCSCc2ccco2)cccc1[N+](=O)[O-]	12	-18	0.2	-11	-3	8	1	1.1
COc1ccc(OC)c(Nc2nc(NCCC(C)C)nc(N)c2[N+](=O)[O-])c1	26	-13	15	8	-12	-8	3	1
CCCCCNC(=O)c1ccc(NS(=O)(=O)c2ccc3[nH]c(=O)[nH]c3c2)cc1	-1	-5	-0.9	-16	2	0	-1	1
COc1cccc2c1cc1c(=O)n(CC(=O)NCCCN3CCCCC3)nc(C)n12	-374	9	0.1	-12	3	6	-1	0.82
Cc1ccc(NC(=O)CN(C)S(=O)(=O)c2cccc3cccnc23)c(C)c1	18	-15	-0.1	1	1	-8	-2	1.2
CC(Nc1cc(C)cc(C)c1)=[N+](C)CCNS(=O)(=O)c1ccc(Cl)cc1	10	8	-0.2	-5	1	2	0	0.91
O=C(c1ccccc1-c1ncc[nH]1)N1CCCC(Nc2ccc(F)cc2)C1 (configuration not stated)	8	-16	2.0	6	-4	-2	0	0.93
CCOC(=O)Cc1csc(NC(=O)CCCCCN2C(=O)c3cccc4cccc(c34)C2=O)n1	-240	-16	-0.3	-2	2	-2	6	1.2
Cc1cc(C(=O)COC(=O)c2cc(Cl)ccc2N)c(C)n1Cc1ccco1	-344	-17	-1.8	-8	0	2	-7	0.94
CCOC(=O)C1=CN(CC)S(=O)(=O)NC1c1cccc(OC)c1 (configuration not stated)	2	x	-1.9	7	1	-11	2	x
CCC(=O)c1ccc(OCC(=O)N(CC)CC(=O)Nc2ccccc2OC)cc1	-3	-5	0.9	-5	0	-10	1	0.91
COc1cc(N=C2C(=O)N3c4c(cccc42)C(C)=CC3(C)C)cc(OC)c1	19	2	0.4	29	0	14	4	0.78
O=C(NC1CCCCCCC1)C1CCN(S(=O)(=O)N2CCCC2)CC1	13	-34	0.3	-2	1	-26	1	1.1
Cc1ccc2c(Cl)c(C(=O)Nc3nn[nH]n3)sc2c1	0	4	0.8	-26	0	-20	2	1.1
Cc1ccc(C(C)C)cc1OCC(=O)Nc1ccccc1N1CCCC1	12	-10	0.9	-9	-1	7	1	1.1
Cc1ccccc1CC(=O)Nc1ccc(S(=O)(=O)N2CCN(C)CC2)cc1	-1	6	0.5	-5	-1	-7	6	1.2

# The last four entries of the part before lead into the next.
SMILES	SENP8 block	SENP6 block	MPTP block	PfGluPho inh	GRIN3A LBD mod	ATG4B inhibitor	SENP1 inh	hIAP act
O=C(NC1CCCCCCC1)C1CCN(S(=O)(=O)N2CCCC2)CC1	13	-34	0.3	-2	1	-26	1	1.1
Cc1ccc2c(Cl)c(C(=O)Nc3nn[nH]n3)sc2c1	0	4	0.8	-26	0	-20	2	1.1
Cc1ccc(C(C)C)cc1OCC(=O)Nc1ccccc1N1CCCC1	12	-10	0.9	-9	-1	7	1	1.1
Cc1ccccc1CC(=O)Nc1ccc(S(=O)(=O)N2CCN(C)CC2)cc1	-1	6	0.5	-5	-1	-7	6	1.2
Cc1nc(CN2CCN(C(=O)c3ccc(Br)cc3)CC2)cs1	16	-13	0.4	-10	0	-6	3	1.1
Oc1cccc(C=NN=C2c3ccccc3-c3ccccc32)c1	25	x	3.8	4	-8	1	1	x
CCCNC(=O)c1ccc(Cn2cc(C(F)(F)F)ccc2=O)cc1	8	-7	-4.1	1	-1	-12	-1	1.1
CCN(CC)S(=O)(=O)c1cc(NC(=O)COC(=O)Cn2cnc3ccccc32)ccc1C	32	-7	1.5	15	-1	-14	3	0.88
CCOCCCNC(=O)Cn1cc2c(n1)-c1c(oc(C(=O)N3CCCC3)c1C)CC2	0	x	0.6	6	x	x	1	x
CCc1ccc(-n2c(Cc3ccccc3)n[nH]c2=S)cc1	15	-10	1.6	38	-1	5	1	1.3
O=C(Nc1nccs1)c1cccc(NC(=O)C(F)(F)F)c1	18	-9	1.9	-7	0	1	3	1.1
CC(C)(C)c1cc(/C=N/NC(=O)Cc2nc3ccccc3[nH]2)cc(C(C)(C)C)c1O	-146	-11	-3.0	-21	-4	-3	-109	1.4
O=C(NC1CCN(Cc2ccccc2)CC1)c1ccc(Oc2cc(Cl)cc(Cl)c2)o1	21	-28	11	15	-1	-8	-2	1.2
C=CCn1c(SCc2ccc(C#N)cc2)nnc1-c1cccc(OC)c1	21	-9	-0.6	0	0	0	1	0.83
CCC(C)N1C(=O)CCC1C(=O)NCCc1ccc(Cl)cc1 (configuration not stated)	12	-6	-0.8	3	2	-5	0	1
O=c1oc(-c2ccc(Br)o2)nc2ccccc12	-24	-26	-1.2	-7	0	19	4	1.1
COc1cc2c(=O)n(Cc3ccccc3)c(=O)n(CC(=O)C(C)(C)C)c2cc1OC	x	-1	x	0	0	-2	x	1.1
CNC(=O)NC(=O)COc1c(F)c(F)cc(F)c1F	23	-10	1.4	-8	1	12	4	1.1
CCC(=O)NC(=S)Nc1ccccc1OC	18	12	1.9	-2	-3	3	0	0.93
S=C(Nc1cccc(Cl)c1Cl)N1CCC2(CC1)OCCO2	10	-18	-0.5	9	-4	7	2	0.91
Cc1ccccc1NC(=O)COc1ccc(S(=O)(=O)N2CCCC2)cc1C	-4	5	0.9	-10	2	-5	0	0.96
CCn1c2ccc(C)cc2c2nnc(NN)nc21	69*	4	0.5	29	-10	-3	0	0.98
O=C1CC2CCCC(C1)S2=O (configuration not stated)	-5	x	1.3	-6	x	x	0	x
CSCC[C@H](NC(=O)CC(C)(C)C)c1nc2ccccc2[nH]1	6	-22	-0.6	-21	2	2	-27	1.6
COc1ccc(-c2ccc(/C=C3/C(=N)N4C=CSC4=NC3=O)o2)c([N+](=O)[O-])c1	19	x	4.1	-8	-11	19	10	x
COc1cnc(SC(C)C)[nH]c1=O	4	-10	0.2	-13	2	2	1	0.95
O=C(CSc1nnc2c(n1)[nH]c1ccccc12)Nc1cccc(S(=O)(=O)N2CCOCC2)c1	5	-24	52*	62*	-3	-12	1	1.1
CSc1nc(-c2ccccc2)nc(C(Cl)Cl)n1	6	-7	0.6	1	2	7	3	0.87
CS(=O)(=O)N1CCN(c2ccccc2NC(=S)NC(=O)c2ccccc2[N+](=O)[O-])CC1	4	5	0.2	8	-9	-6	4	0.99
Cc1cccc(N(Cc2cc3ccccc3[nH]c2=O)C(=O)c2ccco2)c1C	-29	8	9.2	-14	2	9	2	1
CCCN(CC(=O)Nc1ccccc1OC)C(=O)CN1C(=O)NC(C)(C)C1=O	6	x	-0.7	-9	x	x	2	x
Nc1ncccc1OCc1ccc(Cl)c(Cl)c1	31	75*	18	15	0	-17	1	0.75
Cc1cc(NC(=O)COC(=O)c2ccc(OC(F)(F)F)cc2)no1	3	-11	-0.4	14	2	-10	1	1.1
COc1ccc(OC)c(NC(=O)CSc2nc3c(c(=O)n(C)c(=O)n3C)n2C)c1	8	-7	-0.1	-5	2	-8	4	0.78
CCOC(=O)c1sc2nc(C(C)C)c3c(c2c1N)CC(C)(C)OC3	-416	2	5.1	6	1	8	-115	1.1
COc1cc(/C=N/NC(=O)c2ccc(CSc3nncn3C)cc2)cc(OC)c1O	-3	-9	0.9	16	0	-3	3	1.1
COCC1CCN(C(=O)C2CCN(c3nc(-c4ccccc4)nc4c3CCC4)CC2)C1 (configuration not stated)	-6	-20	-0.1	-4	3	1	0	1.2
CCOC(=O)CSc1nnc(-c2ccc(OC)cc2)n1CC	15	-5	-0.9	6	-1	-14	2	0.93
COc1ccccc1NC(=O)C(=O)c1cn(CC(=O)N2CCOCC2)c2ccccc12	13	52*	0.7	-13	2	-2	3	0.88
